GPR151 ag = activators of human GPR151. PathHunter beta-arrestin GPR151 cells, luminescence. AID 1508602. activation, % at 11.2 µM. Q8TDV0. 1% of 650,000 active; in the data active means activation above about 4.9%;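 further: 0% = median of compound wells and 100% = cells with positive control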
Target sequence (Q8TDV0 whole entry, looked up): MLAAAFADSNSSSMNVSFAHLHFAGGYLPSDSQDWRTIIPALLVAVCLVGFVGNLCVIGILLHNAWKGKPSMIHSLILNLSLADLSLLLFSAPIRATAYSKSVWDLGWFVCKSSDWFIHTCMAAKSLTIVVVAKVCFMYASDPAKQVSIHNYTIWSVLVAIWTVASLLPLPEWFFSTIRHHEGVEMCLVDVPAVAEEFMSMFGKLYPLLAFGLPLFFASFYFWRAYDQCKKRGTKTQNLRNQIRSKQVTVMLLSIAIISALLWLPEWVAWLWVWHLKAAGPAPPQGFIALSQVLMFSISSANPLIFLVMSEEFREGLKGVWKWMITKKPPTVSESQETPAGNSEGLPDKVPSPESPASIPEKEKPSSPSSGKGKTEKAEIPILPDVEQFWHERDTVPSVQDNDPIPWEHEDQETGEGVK
FBW7 act = human FBW7 E3 ligase activation, primary screen; Q969H0; AlphaScreen FBW7–phospho-cyclin E peptide binding, activator screen; normalized activity (activation), % at 26.1 µM; 0.13% of 650,000 active; in the data active means normalized activity above about 1.9%;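 further: purified mutant Fbw7 with reduced substrate affinity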
TEAD-YAP block = TEAD-YAP interaction inhibition; HEK-TIYL cells, TEAD-Gal4/YAP UAS-luciferase luminescence; AID 1259422; inhibition, % at 9.12 µM; 1.4% of 640,000 active; in the data active means inhibition above about 32%;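 further: 0% = median of test compound wells and 100% = reference inhibitor wells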
MITF inh = human MITF inhibition, primary screen; inhibition, % at 2.6 µM; 0.91% of 650,000 active; AlphaScreen MITF homodimerization, bead proximity signal; O75030; in the data active means inhibition above about 50%;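 further: 0% = vehicle wells with protein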
Target sequence (O75030 whole entry, looked up): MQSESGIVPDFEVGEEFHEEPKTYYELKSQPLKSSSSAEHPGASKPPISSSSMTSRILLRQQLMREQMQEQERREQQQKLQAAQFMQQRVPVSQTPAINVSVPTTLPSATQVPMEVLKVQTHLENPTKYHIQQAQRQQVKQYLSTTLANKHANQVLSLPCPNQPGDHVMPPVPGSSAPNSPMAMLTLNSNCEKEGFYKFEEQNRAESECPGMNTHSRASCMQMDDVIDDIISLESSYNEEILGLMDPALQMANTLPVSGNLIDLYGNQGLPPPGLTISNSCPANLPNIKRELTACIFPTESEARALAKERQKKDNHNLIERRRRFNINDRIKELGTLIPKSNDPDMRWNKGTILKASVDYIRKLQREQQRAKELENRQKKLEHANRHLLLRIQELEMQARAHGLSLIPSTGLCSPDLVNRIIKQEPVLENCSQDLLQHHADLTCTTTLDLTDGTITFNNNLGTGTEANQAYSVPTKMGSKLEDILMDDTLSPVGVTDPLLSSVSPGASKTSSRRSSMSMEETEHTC
* = called active by the depositor. Rows were taken by chance; any-hit rate near 3.4%.

SMILES	GPR151 ag	FBW7 act	TEAD-YAP block	MITF inh
COc1cc(NC(=O)/C(=C/c2ccco2)NC(=O)c2ccc(C)c(C)c2)cc(OC)c1	1.1	-0.1	7	3
O=C(CC(C(=O)O)N1CCN(Cc2ccccc2)CC1)c1ccc(Cl)cc1 (stereo not given)	-1.4	0.0	7	7
CCOC(=O)CCOc1nc2c(C(F)(F)F)cc(C)nc2o1	0.3	0.1	-2	-2
COc1ccccc1-c1cc(C2CC2)nc(N)c1C#N	1.4	-0.2	-9	13
COC(=O)c1nc2n(n1)C(c1cccc(Cl)c1)C1=C(CC(C)(C)CC1=O)N2 (stereo not given)	-0.1	-0.2	8	6
COc1ccc2cc(C3CC(c4cccs4)=NN3S(C)(=O)=O)c(Cl)nc2c1 (stereo not given)	1.6	0.1	4	17
O=C(Nc1c(-c2ccccc2)nc2ccccn12)c1cc([N+](=O)[O-])cc([N+](=O)[O-])c1	-0.1	0.2	1	25
COc1cccc(Cc2cc(C(=O)NCc3ccc(F)cc3)on2)c1	-0.1	0.0	-30	6
O=C(C1CC1)N1N=C(c2ccc(F)cc2)CC1(O)C(F)(F)F (stereo not given)	0.5	-0.2	4	6
O=C(COC(=O)c1ccc(S(=O)(=O)N2CCc3ccccc3C2)cc1)c1ccccc1	1.1	0.1	3	-4
CC(C(=O)Nc1ccc(Br)cc1)N1C(=O)c2cccc([N+](=O)[O-])c2C1=O (stereo not given)	2.1	0.1	7	6
Cc1c(NC(=O)CSc2nnc3c(n2)[nH]c2ccccc23)c(=O)n(-c2ccccc2)n1C	1.6	-0.2	-5	-4
OCCNc1ncnc2nc(N3CCc4ccccc4C3)[nH]c12	1.8	0.9	-2	18
COc1ccc(C(=O)N2CCN(C3CCCC3)CC2)cc1	-2.7	-0.1	-2	26
CCCNC(=O)C/C(C)=N/NC(=O)c1ccc([N+](=O)[O-])c(Cl)c1	0.6	0.1	-18	-4
CC[C@H](C)[C@@H]1NC(=O)[C@@H]2C[C@H](NC(=O)Nc3ccc(C)c(C)c3)CN2C1=O	-0.3	0.8	-17	12
COc1ccc(N(C(=O)c2ccccc2Br)S(=O)(=O)c2ccc(C)cc2)cc1	1.8	-0.1	16	0
CCCCCC(=O)Nc1ccc(N2CCN(C(=O)c3cccs3)CC2)cc1	-1.8	0.3	5	13
CCOC(=O)c1ccc(N=Cc2c(O)n(-c3cccc(OC)c3)c(=S)[nH]c2=O)cc1	-1.7	-0.2	-3	-6
O=C(c1ccccc1S(=O)(=O)NCc1ccccc1)N1CCOCC1	3.0	0.0	-4	-2
CN1CCN(c2ccc(-c3cccc(C(=O)NCCc4ccc(O)cc4)n3)cc2)CC1	-0.2	0.0	6	-8
COCCSc1ccccc1C(=O)NC1CCCCC1	-0.4	0.4	6	7
CC(NC(=O)CCn1c(=O)sc2ccccc21)c1ccccc1 (stereo not given)	0.7	-0.1	-9	4
O=C(O)CN1C(=O)/C(=C\c2ccc(F)cc2)Oc2ccccc21	-0.4	0.1	-10	0
COc1ccc(-n2c(C)cc(/C=c3\sc4nc5ccccc5n4c3=O)c2C)cc1	-1.0	0.4	12	2

Continued:
SMILES	GPR151 ag	FBW7 act	TEAD-YAP block	MITF inh
O=C(CN1CCN(C(=O)c2ccco2)CC1)Nc1ccc(Cl)c(C(F)(F)F)c1	0.1	-0.1	25	-10
COc1cc(Nc2nc(NC3CCN(Cc4ccccc4)CC3)nc3c2ncn3C(C)C)cc(OC)c1OC	0.9	-0.2	8	21
COc1ccc(NC(=O)c2cc3c(=O)n(C)c4ccccc4c3s2)c(OC)c1	0.1	-0.1	-2	2
COc1cccc(OCCOc2ccc(/C=C3/C(=N)N4N=C(CC(C)C)SC4=NC3=O)cc2OC)c1	-0.4	0.1	7	12
O=C(CCc1nc2ncccc2c(=O)n1Cc1ccc(F)cc1)NC1CCCCCC1	0.4	-0.1	-3	3
NS(=O)(=O)c1ccc(Nc2nccc(NC3CCN(C(=O)c4cccs4)CC3)n2)cc1	-0.5	-0.3	-4	-6
O=C(CSc1nc(-c2ccccc2)cc(-c2ccccc2)n1)N1c2ccccc2Sc2ccccc21	1.0	0.0	16	13
CC(=O)Nc1ccc(S(=O)(=O)Nc2ccc(S(=O)(=O)N3CCCC3)cc2)cc1	-0.4	1.4	-1	6
COc1ccc(NC(=O)N(Cc2cc3cc(OC)ccc3[nH]c2=O)CC2CCCO2)cc1 (stereo not given)	2.8	0.0	7	8
CC(=O)CSc1ncnc2c1cnn2-c1ccc(C)cc1C	0.8	0.1	-36	-9
CCCN(CCC)C(=O)c1c(NC(=O)c2ccco2)sc2c1CCCCC2	-1.0	0.0	7	16
COc1ccc(Cl)cc1-c1n[nH]c(=S)n1-c1cccc(C(F)(F)F)c1	0.1	-0.1	-2	-2
O=C(O)CCCCCNCc1cccc(Oc2ccccc2)c1	-1.1	0.0	4	-18
CC(C)(C)c1ccc(CN[C@H]2C[C@H]3C(=O)N4CCC[C@@H]4C(=O)N3C2)cc1	-0.3	0.1	-19	-9
CCN(c1ccccc1)S(=O)(=O)c1ccc(F)c(C(=O)Nc2cccc(Cl)c2C)c1	-2.0	-0.1	7	3
CC(=O)N1CCC(N2CCOc3ccc(CN4CCc5ccccc5C4)cc3C2)CC1	0.1	0.1	-1	3
COc1ccc2occ(C(=O)c3ccc(N)cc3)c2c1	-2.0	-0.2	3	-10
CCOc1ccc(Cc2nnc(SCC(N)=O)n2C)cc1	1.3	0.0	7	-2
O=C(NCC1c2ccccc2CCN1C(=O)CCl)C1CCCCC1 (stereo not given)	1.5	-0.8	14	12
Cc1ccccc1-n1nc2c(c1NC(=O)c1cccc(Cl)c1)CSC2	2.2	-0.1	3	23
CC1(C)CC(=O)N(CC(=O)N2CCc3ccccc32)c2ccccc2S1	-1.9	0.0	-1	3
CN1[C@@H]2CC[C@H]1CC(OC(=O)c1c[nH]c3ccccc13)C2 (stereo not given in full)	-0.2	0.0	-8	-3
O=C(CCCNc1ccccc1)N/N=C/c1cccnc1	2.1	-0.1	10	6
CC1CCN(C(=O)CCN2C(=O)/C(=C\c3cccs3)SC2=S)CC1	-1.0	0.2	14	21
CC(=O)c1cccc(NC(=O)COc2ccc3ccccc3c2)c1	0.1	-0.1	0	-2

More entries follow.
SMILES	GPR151 ag	FBW7 act	TEAD-YAP block	MITF inh
CC(=O)Nc1cccc(NC(=O)CSc2nccn2Cc2ccco2)c1	-1.0	0.0	-4	6
CC1(C)CCCC(C)(C)N1OC(=O)c1ccc(N)cc1	-0.2	0.1	6	3
Cc1ccc(Cn2ncc(Cl)c(Cl)c2=O)cc1	-0.6	0.1	4	2
COCCNc1ccc2ncc(-c3ccsc3)n2n1	0.2	-0.1	30	-4
COCCCNC(=O)Cn1cnc2sc(C(=O)O)c(C)c2c1=O	-1.5	-0.1	-4	-6
COc1ccc(NC(=O)c2sc(N)nc2-c2ccccc2)cc1	3.7	0.1	0	9
COc1cc([N+](=O)[O-])ccc1-c1ccc(C(=O)Nc2ccc(Br)cn2)o1	7.1*	-0.1	-3	4
O=C(NCC1CCCO1)c1cc2c(s1)-c1ccccc1OC2 (stereo not given)	-0.2	0.1	-57	0
COc1ccccc1/C=C/CN1CCc2nncn2CC1	-0.7	0.1	-16	-11
CCOC(=O)CSc1nc(N2CCOCC2)c2c(c1C#N)CC(C)(C)OC2	1.0	0.0	-10	-6
O=C(C1CC1)N1CCc2cc(Br)cc(S(=O)(=O)N3CCc4ccccc43)c21	-0.2	-0.1	4	0
CC(C)CCNC(=O)c1cc(S(=O)(=O)N2CCCC2)ccc1F	0.3	0.0	-1	-5
c1ccc2c(-c3csc(-c4ccncc4)n3)c[nH]c2c1	-0.5	-0.1	-72	-5
Cc1ccccc1C(=O)N1CCN(c2ccc([N+](=O)[O-])c(N3CCCC3)c2)CC1	-0.2	-0.1	15	10
Cc1ccsc1/C=C1/N=C(c2cccc3ccccc23)OC1=O	-1.7	0.0	1	-6
O=C(C[n+]1cccc(Cl)c1)c1ccccc1	0.1	0.3	0	2
O=C(Nc1ccccc1)N[C@H]1C[C@H]2C(=O)N[C@H](Cc3ccccc3)C(=O)N2C1	1.8	-0.1	8	-3
O=[N+]([O-])c1cccc2ccc(Nc3cccc4cccnc34)nc12	-0.9	0.2	-21	10
CC(C)=C1C2C=CC1C1C(=O)N(c3c(C)cc(C)cc3C)C(=O)C21 (stereo not given)	2.5	-0.1	-3	5
Nc1ccc(S(=O)(=O)Nc2nccc(/C=C\c3ccccc3Cl)n2)cc1	1.8	-0.1	-3	-4
Cc1cc(C)cc(NC(=O)NCCOc2ccc3nnc(C)n3n2)c1	0.0	0.0	0	-12
O=C(NC1CSC/C1=N\Nc1cc([N+](=O)[O-])cc([N+](=O)[O-])c1)c1ccccc1 (stereo not given)	-1.0	-0.6	12	18
CCCCN(CC)C(=O)Cn1cnc2sc3c(c2c1=O)CCCC3	0.7	-0.1	-4	9
O=C(Cc1cccc(F)c1)NCc1nnc2n1CCN(Cc1nccs1)CC2	-0.8	0.1	2	10
COc1ccccc1N1C(C)=CC(C)(C)N=C1SC/C=C/c1ccccc1	1.6	0.3	-3	7

Later entries
SMILES	GPR151 ag	FBW7 act	TEAD-YAP block	MITF inh
CC1CCCCN1c1nc2c(c(=O)[nH]1)CCN(Cc1cccnc1)C2 (stereo not given)	-1.7	0.8	15	9
O=C(Nc1ccc(Oc2ccccc2)cc1)Nc1ccc2c(c1)OCO2	1.3	-0.2	-1	-11
Cc1cc(C(=O)NNC(=O)c2ccc(NS(=O)(=O)c3ccc(F)c(F)c3)cc2)c(C)o1	0.6	-0.1	1	-6
O=C(N1CCCC(c2nc(-c3ccncc3)n[nH]2)C1)C1(c2ccccc2)CC1 (stereo not given)	1.0	0.0	-2	6
COc1ccc(NC(=O)CSc2nnc(COc3ccc(Cl)cc3)o2)cc1	-0.3	0.0	5	-3
CC(=O)Nc1ccc(CC2(c3ccc4c(c3)OCO4)C(=O)Nc3ccccc32)cc1 (stereo not given)	0.0	-0.1	-1	10
O=C(NCCCN1CCOCC1)C(Cc1ccccc1)NS(=O)(=O)c1ccc(F)cc1 (stereo not given)	-2.5	0.1	-3	13
CCC(C(=O)Nc1ccc(CC(=O)OC)cc1)c1ccccc1 (stereo not given)	-0.5	0.1	-4	5
Cc1oc2ccc(OC(C)C(=O)O)cc2c1C(=O)OC(C)C (stereo not given)	0.3	0.1	2	1
COCCCNC(=O)c1cc(Cl)ccc1Cl	-0.6	0.0	4	-19
CCOC(=O)COc1ccc2cc(-c3nc4ccccc4s3)c(=O)oc2c1	0.5	0.0	-5	10
Cc1cc(C)cc(OCC(=O)Nc2ccc(C)c(C)c2)c1	-1.7	0.2	4	-71
CCSc1nnc(NC(=O)c2ccccc2I)s1	-1.2	0.0	-10	15
Cc1cccc(C)c1NC(=O)Nc1ccccc1	-0.2	0.1	14	-4
O=C(Cn1ncc2c1-c1ccccc1OC2)Nc1cccnc1Cl	-0.9	-0.1	3	-9
COc1ccc(C2C3(C#N)C(N)=NC(OC)(OC)C23C#N)cc1 (stereo not given)	2.1	-0.2	0	74*
CCN1CCN(c2ccc(NC(=O)c3cccnc3Cl)cc2Cl)CC1	-0.3	0.0	-11	0
CCC(C(=O)Nc1cc(S(=O)(=O)N(CC)CC)ccc1OC)c1ccccc1 (stereo not given)	-0.4	0.4	-2	1
CCC(OC(=O)CC1Sc2ccccc2NC1=O)C(=O)NCC1CCCO1 (stereo not given)	-0.5	0.3	-1	16
Cc1ccc(C2C(C(=O)c3ccco3)=C(O)C(=O)N2CCCN2CCOCC2)cc1 (stereo not given)	-0.3	0.2	0	15
COCCN1C(=O)/C(=C\c2ccccc2[N+](=O)[O-])C(C(=O)OC)=C1C	0.4	-0.1	4	5
CCOc1ccc(CN2CCNC(=O)C2CC(=O)NCCc2cccnc2)cc1 (stereo not given)	0.8	0.0	0	11
O=C(CCC1(Cc2ccsc2)CCC(=O)N1)NCc1csc(-c2ccccc2)n1 (stereo not given)	-1.1	0.0	-9	39
COC(=O)Cc1csc(Nc2ccc(Cl)cc2)n1	0.5	0.0	-36	-5
O=C(NC(=S)N1CCOCC1)C(c1ccccc1)c1ccccc1	-0.8	-0.1	4	6

2 compounds from above with just FBW7 act:
Molecule	FBW7 act
c1ccc2c(-c3csc(-c4ccncc4)n3)c[nH]c2c1	-0.1
Cc1ccccc1C(=O)N1CCN(c2ccc([N+](=O)[O-])c(N3CCCC3)c2)CC1	-0.1

Molecules shown so far that contain fluorine, in the order listed:
SMILES	GPR151 ag	FBW7 act	TEAD-YAP block	MITF inh
CCOC(=O)CCOc1nc2c(C(F)(F)F)cc(C)nc2o1	0.3	0.1	-2	-2
COc1cccc(Cc2cc(C(=O)NCc3ccc(F)cc3)on2)c1	-0.1	0.0	-30	6
O=C(C1CC1)N1N=C(c2ccc(F)cc2)CC1(O)C(F)(F)F (stereo not given)	0.5	-0.2	4	6
O=C(O)CN1C(=O)/C(=C\c2ccc(F)cc2)Oc2ccccc21	-0.4	0.1	-10	0
O=C(CN1CCN(C(=O)c2ccco2)CC1)Nc1ccc(Cl)c(C(F)(F)F)c1	0.1	-0.1	25	-10
O=C(CCc1nc2ncccc2c(=O)n1Cc1ccc(F)cc1)NC1CCCCCC1	0.4	-0.1	-3	3
COc1ccc(Cl)cc1-c1n[nH]c(=S)n1-c1cccc(C(F)(F)F)c1	0.1	-0.1	-2	-2
CCN(c1ccccc1)S(=O)(=O)c1ccc(F)c(C(=O)Nc2cccc(Cl)c2C)c1	-2.0	-0.1	7	3
CC(C)CCNC(=O)c1cc(S(=O)(=O)N2CCCC2)ccc1F	0.3	0.0	-1	-5
O=C(Cc1cccc(F)c1)NCc1nnc2n1CCN(Cc1nccs1)CC2	-0.8	0.1	2	10
Cc1cc(C(=O)NNC(=O)c2ccc(NS(=O)(=O)c3ccc(F)c(F)c3)cc2)c(C)o1	0.6	-0.1	1	-6
O=C(NCCCN1CCOCC1)C(Cc1ccccc1)NS(=O)(=O)c1ccc(F)cc1 (stereo not given)	-2.5	0.1	-3	13
